Screening results from PubChem.
HIF-2a inh – HIF-2a reporter inhibitors, primary screen, luminescence, 786-0 RCC cells. 786-0 RCC cells HIF-2a reporter, luciferase luminescence, overnight. inhibition, % at 18.8 µM. actives 0.72% (n = 360,000);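 active = inhibition of the luminescence signal of 40% or more relative to plate controls, in a single-dose primary screen at 18.75 µM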
MITF TRPM1 inh – inhibitors of MITF-dependent TRPM1 promoter reporter, primary screen, cell-based, SK-MEL-5, single point, luciferase. SK-MEL-5 TRPM1 promoter luciferase, 24 h. actives 0.83% (n = 330,000). inhibition, % at 12.5 µM;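 active = mean inhibition across replicates of 60% or more, whatever share of single replicates reaches that level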; note: values of inactives mirror those of a sister screen read the other way
NR2E3 ag-1 – NR2E3 agonists in two-hybrid cells, primary screen, cell-based, luminescence, CHO-S, Gal4-NCOR/VP16-NR2E3; Photoreceptor-specific nuclear receptor (Homo sapiens), Q9Y5X4; luciferase; inhibition of corepressor binding, % at 3.98 µM; actives 0.35% (n = 360,000); AID 602229, 2012;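 active = inhibition above the mean of all tested compounds plus 3 SD, cut at about 70% in these data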;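 note: 0% = DMSO with NR2E3 transfected cells and 100% = cells lacking NR2E3 construct; higher means lower luciferase signal from less NR2E3 corepressor binding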
NR2E3 ag-2 – inhibitors of NR2E3-RetCOR corepressor binding, primary screen, NR2E3 agonist project, biochemical, TR-FRET, GST-NR2E3, biotin-RetCOR | Photoreceptor-specific nuclear receptor (Homo sapiens), Q9Y5X4 | 1536-well | inhibition of corepressor binding, % at 4.78 µM | actives 0.12% (n = 320,000) | AID 2300, 2010;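 active = percent inhibition above the cutoff of mean plus 3 SD of all tested compounds, set per screening campaign, cut at about 20% in these data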;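 note: 0% = DMSO wells and 100% = biotin wells as full block of FRET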
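system = GST-tagged NR2E3 plus biotinylated RetCOR corepressor | input = 1.35 nM GST-NR2E3 | also added = 7 nM biotin-RetCOR | schedule = 5 h incubation at 4 °C | measured by = TR-FRET with europium anti-GST and streptavidin-D2, 340 nm excitation | read-out = percent loss of FRET ratio relative to control wells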
Peg3 promoter – Peg3 promoter-driven luciferase inhibitors, primary screen, cell-based, HeLa, luciferase luminescence; HeLa PEG-Prom luciferase reporter, overnight; actives 1.7% (n = 360,000); inhibition, % at 20 µM; AID 588405, 2011;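 active = inhibition of at least 50% at 20 µM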
CaV13 ICDI inh – Primary screen for inhibitors of IQ motif and Ca2+-dependent inactivation inhibitor domain binding in CACNA1D, Förster resonance energy transfer in living cells, …; HEK cells, CFP/YFP FRET ICDI-IQ, plate reader, 10 min; percent FRET-ratio fall versus neutral wells; inhibition, % at 12.3 µM; actives 0.098% (n = 340,000);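 active = mean replicate inhibition of at least 30% and at least 1% of replicates passing that level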;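 note: 0% = median of the neutral control wells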
PDI turbidity – inhibitors of human PDI, primary screen, biochemical, turbidity, single point, plate reader | Protein disulfide-isomerase (Homo sapiens), P07237 | inhibition, % at 10 µM | AID 588391, 2011 | PDI insulin aggregation turbidity, A650, 90 min | actives 0.052% (n = 350,000);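 active = mean inhibition across replicates of 30% or more, whatever share of single replicates reach that level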;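 note: absorbance from insulin aggregation driven by PDI reduction with DTT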
Target sequence (P07237 whole entry, looked up): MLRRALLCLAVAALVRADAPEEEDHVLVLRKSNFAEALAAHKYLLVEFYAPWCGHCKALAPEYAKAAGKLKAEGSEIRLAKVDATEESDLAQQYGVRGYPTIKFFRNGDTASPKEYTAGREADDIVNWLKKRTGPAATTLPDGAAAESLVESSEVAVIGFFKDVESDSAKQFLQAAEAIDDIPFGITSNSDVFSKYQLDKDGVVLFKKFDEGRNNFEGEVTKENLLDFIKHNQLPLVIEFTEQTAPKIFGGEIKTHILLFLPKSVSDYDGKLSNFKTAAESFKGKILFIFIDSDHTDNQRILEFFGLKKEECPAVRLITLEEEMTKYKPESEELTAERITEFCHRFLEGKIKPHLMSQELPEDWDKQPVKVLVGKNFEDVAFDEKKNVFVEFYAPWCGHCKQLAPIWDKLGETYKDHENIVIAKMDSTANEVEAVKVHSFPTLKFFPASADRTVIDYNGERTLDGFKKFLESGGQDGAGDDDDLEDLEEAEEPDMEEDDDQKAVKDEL
HTR2A ag – mouse Htr2a agonists via beta-arrestin recruitment, primary screen, cell-based, luminescence; CHO-K1 mHTR2A beta-arrestin complementation; percent of 30 µM serotonin response; activation, % at 7.6 µM; actives 0.66% (n = 360,000);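 active = activation above a run cutoff, the mean activation of all tested compounds plus 3 SD, cut at about 14% in these data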;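 note: 0% = plate median of compound wells and 100% = 30 µM serotonin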
Target sequence (P35363 whole entry, looked up): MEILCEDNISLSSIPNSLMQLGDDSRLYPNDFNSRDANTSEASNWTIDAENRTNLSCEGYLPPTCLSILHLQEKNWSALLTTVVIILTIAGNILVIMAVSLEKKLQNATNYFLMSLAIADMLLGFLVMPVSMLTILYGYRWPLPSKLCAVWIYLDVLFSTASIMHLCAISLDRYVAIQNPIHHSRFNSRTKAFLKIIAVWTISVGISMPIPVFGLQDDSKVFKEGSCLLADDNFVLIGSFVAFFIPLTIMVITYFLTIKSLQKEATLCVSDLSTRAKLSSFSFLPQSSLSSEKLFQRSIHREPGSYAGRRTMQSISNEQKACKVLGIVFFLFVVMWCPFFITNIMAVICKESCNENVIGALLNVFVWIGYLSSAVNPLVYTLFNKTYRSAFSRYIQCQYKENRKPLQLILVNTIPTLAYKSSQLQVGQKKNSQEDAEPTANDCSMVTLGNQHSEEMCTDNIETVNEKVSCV
hiPSC survival – enhancers of single-cell hiPSC survival, primary screen, ATPlite luminescence; 100% = ROCK inhibitor wells, 0% = DMSO; AID 602274, 2012; actives 0.044% (n = 360,000); survival enhancement, % at 20 µM; in the data active = survival enhancement above about 18%;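 note: cells exposed to compounds for 16 hours before the ATP read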
Shn3 3UTR inh – reduction of Shn3 3'UTR firefly luciferase signal, primary screen, Schnurri-3 inhibitor project, cell-based, Clone20 osteoblasts, set 2; actives 0.52% (n = 360,000); AID 588674, 2011; Clone20 osteoblast Shn3 3'UTR firefly luciferase, 24 h; inhibition, % at 12.5 µM;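 active = mean inhibition of at least 75% with every replicate also reaching 75%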;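 note: 0% = median of neutral control wells and 100% = pilot-screen positive control compound; some compounds past the cut are filed as inactive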
Cardio protect – cardioprotection against H2O2-induced cell death, primary screen, uHTS, H9c2 cells, ATPLite luminescence; protection from H2O2 cell death, % at 20 µM; H9c2 cardiomyocytes, H2O2 injury protection, 2 h; actives 0.63% (n = 360,000);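 active = compounds giving at least 50% protection of heart cells from peroxide-induced death in the single-dose screen, raw or plate-pattern-corrected value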;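 note: 0% = DMSO wells with peroxide and 100% = DMSO wells without peroxide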
Starred values were filed as active, the others as inactive.

Screening CCOC(=O)CSc1nnc(NC(=O)c2cc([N+](=O)[O-])cc([N+](=O)[O-])c2)s1 returned HIF-2a inh -2, MITF TRPM1 inh 5, NR2E3 ag-1 -12, NR2E3 ag-2 -1, Peg3 promoter -6, CaV13 ICDI inh -5, PDI turbidity 10, HTR2A ag -1, hiPSC survival 0.4, Shn3 3UTR inh -9 and Cardio protect -4.
Cc1cccc(NC(=O)Cn2nc([N+](=O)[O-])c(Br)c2C)n1 was read as HIF-2a inh 14, MITF TRPM1 inh 0, NR2E3 ag-1 -4, NR2E3 ag-2 1, Peg3 promoter 2, CaV13 ICDI inh 0, PDI turbidity 4, HTR2A ag 1, hiPSC survival 1.0, Shn3 3UTR inh 5 and Cardio protect 3.
NNC(=O)/C(=C\c1cccs1)NC(=O)c1ccccc1 was read as HIF-2a inh 14, MITF TRPM1 inh -6, NR2E3 ag-1 -15, NR2E3 ag-2 -1, Peg3 promoter -10, CaV13 ICDI inh -5, PDI turbidity -2, HTR2A ag 0, hiPSC survival 5.3, Shn3 3UTR inh -12 and Cardio protect 2.
For CC(Nc1ccc([N+](=O)[O-])cc1[N+](=O)[O-])c1ccccc1 (configuration not stated) the results were HIF-2a inh 5, MITF TRPM1 inh -1, NR2E3 ag-1 7, Peg3 promoter 31, CaV13 ICDI inh -2, PDI turbidity -5, HTR2A ag 2, hiPSC survival -0.6, Shn3 3UTR inh 11 and Cardio protect -8.
Screening Cc1cc(F)ccc1NCC(=O)Nc1ccccc1Br returned HIF-2a inh -111, MITF TRPM1 inh 0, NR2E3 ag-1 -14, NR2E3 ag-2 2, Peg3 promoter -53, CaV13 ICDI inh -5, PDI turbidity 10, HTR2A ag 0, hiPSC survival -1.1, Shn3 3UTR inh -10 and Cardio protect 2.
For Cc1nc(SCC(=O)N2CCOCC2)c2c(=O)n(C)c(=O)n(CC(C)C)c2n1 the results were HIF-2a inh 6, MITF TRPM1 inh 0, NR2E3 ag-1 -25, Peg3 promoter 15, CaV13 ICDI inh -5, PDI turbidity -13, HTR2A ag -2, hiPSC survival 2.3, Shn3 3UTR inh -9 and Cardio protect 10.
For Cc1csc(NC(=O)CSC2=NS(=O)(=O)c3ccccc3N2)n1 the results were HIF-2a inh 3, MITF TRPM1 inh -2, NR2E3 ag-1 10, NR2E3 ag-2 -2, Peg3 promoter 9, CaV13 ICDI inh -5, PDI turbidity -1, HTR2A ag 5, hiPSC survival -0.2, Shn3 3UTR inh -56 and Cardio protect 1.
For O=C(COc1ccccc1Cl)N1CCCCCCC1 the results were HIF-2a inh -7, MITF TRPM1 inh 3, NR2E3 ag-1 11, NR2E3 ag-2 2, Peg3 promoter 0, CaV13 ICDI inh 17, PDI turbidity 3, HTR2A ag 4, hiPSC survival 1.5, Shn3 3UTR inh 4 and Cardio protect -6.
For CC1=NN(S(=O)(=O)c2ccc(F)cc2)C(=O)c2ccccc2O1 the results were HIF-2a inh 18, MITF TRPM1 inh 2, NR2E3 ag-1 8, NR2E3 ag-2 -1, Peg3 promoter -2, CaV13 ICDI inh -4, PDI turbidity -4, HTR2A ag -6, hiPSC survival 0.5, Shn3 3UTR inh 3 and Cardio protect -6.
C=CCn1c(-c2cccnc2Cl)nc2ccccc21 was read as HIF-2a inh 17, MITF TRPM1 inh -2, NR2E3 ag-1 17, NR2E3 ag-2 4, Peg3 promoter 3, CaV13 ICDI inh -2, PDI turbidity 5, HTR2A ag -5, hiPSC survival 14, Shn3 3UTR inh 0 and Cardio protect -8.
Screening Cc1cccc(N2CCN(CC3CCCCC3)CC2)c1C returned HIF-2a inh 16, MITF TRPM1 inh -9, NR2E3 ag-1 -15, NR2E3 ag-2 0, Peg3 promoter 4, CaV13 ICDI inh -4, PDI turbidity 2, HTR2A ag -4, hiPSC survival -0.7, Shn3 3UTR inh 23 and Cardio protect 0.
Screening O=c1c(-c2ccco2)[n+]([O-])c2ccccc2n1OCc1ccccn1 returned HIF-2a inh 0, MITF TRPM1 inh -5, NR2E3 ag-1 -9, Peg3 promoter -1, CaV13 ICDI inh -5, PDI turbidity -7, HTR2A ag -4, hiPSC survival 0.2, Shn3 3UTR inh -20 and Cardio protect 10.
CCCCNCCOc1ccccc1-c1ccccc1 was read as HIF-2a inh 17, MITF TRPM1 inh 12, NR2E3 ag-1 4, NR2E3 ag-2 -6, Peg3 promoter 2, CaV13 ICDI inh -5, PDI turbidity -3, HTR2A ag -4, hiPSC survival -0.7, Shn3 3UTR inh 9 and Cardio protect -7.
Screening Cc1ccc(C)c(NC(=S)NC(=O)c2cncc(Br)c2)c1 returned HIF-2a inh -5, NR2E3 ag-1 0, NR2E3 ag-2 1, Peg3 promoter -7, CaV13 ICDI inh -21, PDI turbidity -5, HTR2A ag 1, hiPSC survival -0.1, Shn3 3UTR inh 9 and Cardio protect 1.
`O=C(Nc1cccc(S(=O)(=O)N2CCCCC2)c1)C1CC(=O)N(Cc2ccccc2)C1` (configuration not stated) gave HIF-2a inh 15, MITF TRPM1 inh 4, NR2E3 ag-1 -31, NR2E3 ag-2 -3, Peg3 promoter 11, CaV13 ICDI inh -3, PDI turbidity 11, HTR2A ag 1, hiPSC survival -0.5, Shn3 3UTR inh 18 and Cardio protect -6.
`CCC1=NN(C(=O)c2ccccc2[N+](=O)[O-])C(O)(c2ccccc2)C1` (configuration not stated) gave HIF-2a inh 9, NR2E3 ag-1 -10, Peg3 promoter 1, CaV13 ICDI inh -6, PDI turbidity -4, HTR2A ag -8, hiPSC survival -4.5, Shn3 3UTR inh 20 and Cardio protect 5.
For COc1ccc(S(=O)(=O)N2CCOCC2)cc1NC(=O)C1CCCN1C(=O)c1cccs1 (configuration not stated) the results were HIF-2a inh 9, MITF TRPM1 inh -10, NR2E3 ag-1 -8, NR2E3 ag-2 3, Peg3 promoter 10, CaV13 ICDI inh -2, PDI turbidity -32, HTR2A ag -3, hiPSC survival 0.2, Shn3 3UTR inh 10 and Cardio protect 2.
Screening CC1(C)CC(=O)C([N+](=O)[O-])=C(NCCCC(=O)O)C1 returned HIF-2a inh 2, MITF TRPM1 inh 2, NR2E3 ag-1 -10, NR2E3 ag-2 2, Peg3 promoter 20, CaV13 ICDI inh -8, PDI turbidity 3, HTR2A ag 2, hiPSC survival -0.6, Shn3 3UTR inh -16 and Cardio protect -4.
`COc1cccc(CN(C)C(=O)CNC(=O)c2cccs2)c1OC` gave HIF-2a inh -11, MITF TRPM1 inh 0, NR2E3 ag-1 6, NR2E3 ag-2 2, Peg3 promoter -17, CaV13 ICDI inh -6, PDI turbidity 8, HTR2A ag 2, hiPSC survival 1.4, Shn3 3UTR inh -6 and Cardio protect -1.
`CC(C)Cn1c(SCC(=O)NCc2ccco2)nnc1-c1ccncc1` gave HIF-2a inh 13, MITF TRPM1 inh 7, NR2E3 ag-1 -18, NR2E3 ag-2 2, Peg3 promoter -5, CaV13 ICDI inh -3, PDI turbidity 3, HTR2A ag 3, hiPSC survival 0.8, Shn3 3UTR inh -7 and Cardio protect 6.
`CCOc1ccc(CCNC(=O)COC(=O)C2CCN(S(=O)(=O)c3ccccc3)CC2)cc1OCC` gave HIF-2a inh 6, MITF TRPM1 inh 10, NR2E3 ag-1 -3, Peg3 promoter 5, CaV13 ICDI inh -2, PDI turbidity -3, HTR2A ag 0, hiPSC survival 0.0, Shn3 3UTR inh -17 and Cardio protect 1.
For Cc1cccc(CCNC(=O)C2CC(O)CN2C(=O)Nc2ccccc2)c1 (configuration not stated) the results were HIF-2a inh 4, NR2E3 ag-1 -8, Peg3 promoter -9, CaV13 ICDI inh -27, PDI turbidity 0, HTR2A ag 1, hiPSC survival -1.0, Shn3 3UTR inh -13 and Cardio protect 5.
Screening O=C(CSc1ccncc1)Nc1ccc2ccccc2c1 returned HIF-2a inh -34, MITF TRPM1 inh 4, NR2E3 ag-1 -33, NR2E3 ag-2 0, Peg3 promoter -8, CaV13 ICDI inh 4, PDI turbidity 10, HTR2A ag -3, hiPSC survival -0.5, Shn3 3UTR inh -1 and Cardio protect -8.
For O=C1CCCCC(=O)[C@H](OC(=O)c2ccccc2)C[C@H](c2ccccc2)O1 the results were HIF-2a inh 5, NR2E3 ag-1 15, CaV13 ICDI inh -10, HTR2A ag 1 and hiPSC survival -0.4.
`CN1C2CCC1CC(NC(=O)c1cccc(C(F)(F)F)c1)C2` (configuration not stated) gave HIF-2a inh 22, MITF TRPM1 inh -1, NR2E3 ag-1 -19, NR2E3 ag-2 -4, Peg3 promoter 15, CaV13 ICDI inh -19, PDI turbidity 13, HTR2A ag 0, hiPSC survival 6.3, Shn3 3UTR inh -11 and Cardio protect 7.
Screening O=C(Nc1nc(-c2ccccc2)c(C(=O)c2ccccc2)s1)c1ccc(S(=O)(=O)N2CCCC2)cc1 returned HIF-2a inh 15, MITF TRPM1 inh 8, NR2E3 ag-1 -11, NR2E3 ag-2 -3, Peg3 promoter 31, CaV13 ICDI inh -4, PDI turbidity -5, HTR2A ag 1, hiPSC survival -0.5, Shn3 3UTR inh 17 and Cardio protect -4.

Three compounds picked at random from the list so far, as already listed:
For Cc1csc(NC(=O)CSC2=NS(=O)(=O)c3ccccc3N2)n1 the results were HIF-2a inh 3, MITF TRPM1 inh -2, NR2E3 ag-1 10, NR2E3 ag-2 -2, Peg3 promoter 9, CaV13 ICDI inh -5, PDI turbidity -1, HTR2A ag 5, hiPSC survival -0.2, Shn3 3UTR inh -56 and Cardio protect 1.
Screening Cc1cc(F)ccc1NCC(=O)Nc1ccccc1Br returned HIF-2a inh -111, MITF TRPM1 inh 0, NR2E3 ag-1 -14, NR2E3 ag-2 2, Peg3 promoter -53, CaV13 ICDI inh -5, PDI turbidity 10, HTR2A ag 0, hiPSC survival -1.1, Shn3 3UTR inh -10 and Cardio protect 2.
Cc1cccc(NC(=O)Cn2nc([N+](=O)[O-])c(Br)c2C)n1 was read as HIF-2a inh 14, MITF TRPM1 inh 0, NR2E3 ag-1 -4, NR2E3 ag-2 1, Peg3 promoter 2, CaV13 ICDI inh 0, PDI turbidity 4, HTR2A ag 1, hiPSC survival 1.0, Shn3 3UTR inh 5 and Cardio protect 3.
